SUMO HTRF inh – inhibitors of human SUMOylation (UBC9); HTRF SUMOylation assay, SAE1/SAE2 + UBC9, in vitro; inhibition, % at 35 µM; 290,000 compounds, 0.36% hits; in the data active means inhibition above about 50%, passing the limit was not always enough; further: strong numbers were not always called active
IDE cell activ – activators of human insulin-degrading enzyme in cells. P14735. HEK cells, FAbeta-B cleavage, fluorescence polarization; 0% vehicle, 100% cell-free pure enzyme wells. activation, % at 5.96 µM. 340,000 compounds, 0.073% hits. AID 493087;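 active means activation above the mean of all tested compounds plus 3 SD, set per screening campaign, cut at about 17% in these data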
IDE cell inh – cellular human IDE inhibition; HEK cells, FAbetaB cleavage, fluorescence polarization; inhibition, % at 5.59 µM; 320,000 compounds, 0.41% hits; AID 434962;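 active means percent inhibition above the average of all tested compounds plus 3 SD, set per screening campaign, cut at about 16% in these data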;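 further: IDE supplied by intact live HEK cells; FP after avidin binding of uncleaved biotin substrate so inhibition keeps polarization high; 0% = DMSO wells and 100% = 60 µM reference IDE inhibitor Ii1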
pCIP destab – p/CIP protein destabilization. F442A p/CIP-EGFP cells, EGFP fluorescence, 16 h. decrease of EGFP signal, % at 10 µM. 290,000 compounds, 0.01% hits;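 active means EGFP signal decrease of at least 30% at 10 µM or well 3 SD below plate mean, unless failing retest; inactive means the rest, including hits failing retest or dose response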; further: some compounds called inactive have numbers as strong as hits; many of its hits are not listed in these tables
Target sequence (Q05BA5 1-1403): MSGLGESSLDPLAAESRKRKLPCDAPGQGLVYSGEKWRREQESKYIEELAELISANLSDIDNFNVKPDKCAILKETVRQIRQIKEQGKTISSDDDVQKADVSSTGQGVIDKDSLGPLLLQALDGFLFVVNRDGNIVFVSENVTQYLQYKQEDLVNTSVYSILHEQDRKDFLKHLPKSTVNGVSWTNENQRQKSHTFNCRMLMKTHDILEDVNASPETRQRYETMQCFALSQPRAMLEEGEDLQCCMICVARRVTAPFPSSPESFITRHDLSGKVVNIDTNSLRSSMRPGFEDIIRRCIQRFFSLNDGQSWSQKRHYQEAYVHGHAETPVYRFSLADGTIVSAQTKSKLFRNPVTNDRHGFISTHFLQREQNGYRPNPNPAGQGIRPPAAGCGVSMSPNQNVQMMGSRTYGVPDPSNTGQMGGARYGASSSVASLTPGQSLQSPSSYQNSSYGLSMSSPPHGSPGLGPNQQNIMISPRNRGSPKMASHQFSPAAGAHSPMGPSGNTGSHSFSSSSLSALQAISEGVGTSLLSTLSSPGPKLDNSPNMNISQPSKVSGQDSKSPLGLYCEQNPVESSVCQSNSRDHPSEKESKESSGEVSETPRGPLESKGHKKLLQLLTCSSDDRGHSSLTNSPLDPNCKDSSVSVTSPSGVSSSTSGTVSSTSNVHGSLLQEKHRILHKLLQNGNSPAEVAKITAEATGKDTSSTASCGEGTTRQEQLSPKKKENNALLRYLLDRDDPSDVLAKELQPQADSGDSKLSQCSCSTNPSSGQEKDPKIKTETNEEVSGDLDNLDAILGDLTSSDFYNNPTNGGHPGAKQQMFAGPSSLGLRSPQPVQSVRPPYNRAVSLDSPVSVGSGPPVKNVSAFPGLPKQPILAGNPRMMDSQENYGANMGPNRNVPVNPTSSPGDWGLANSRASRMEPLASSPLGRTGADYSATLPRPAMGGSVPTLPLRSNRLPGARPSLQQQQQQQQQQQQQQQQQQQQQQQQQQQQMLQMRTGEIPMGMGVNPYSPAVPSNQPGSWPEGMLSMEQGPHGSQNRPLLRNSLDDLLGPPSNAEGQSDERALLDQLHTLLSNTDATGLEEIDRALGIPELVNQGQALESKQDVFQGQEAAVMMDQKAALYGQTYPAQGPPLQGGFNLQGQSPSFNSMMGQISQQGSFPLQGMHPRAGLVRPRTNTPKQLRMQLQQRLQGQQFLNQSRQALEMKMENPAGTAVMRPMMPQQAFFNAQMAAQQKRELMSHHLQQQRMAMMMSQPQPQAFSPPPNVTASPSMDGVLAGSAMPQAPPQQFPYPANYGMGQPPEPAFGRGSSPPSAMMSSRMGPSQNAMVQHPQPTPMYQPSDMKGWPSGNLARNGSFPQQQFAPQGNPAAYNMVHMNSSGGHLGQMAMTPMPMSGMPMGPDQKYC
IMP-1 inh – blocks Pseudomonas aeruginosa IMP-1 metallo-beta-lactamase | purified IMP-1, nitrocefin hydrolysis, epi-absorbance fluorescence | inhibition, % at 5.6 µM | 290,000 compounds, 0.45% hits | AID 1556;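 active means inhibition above the mean plus 3 SD of all compounds in the same screening run, cut at about 4.5% in these data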;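 further: 0% = IMP-1 with DMSO and 100% = DMSO wells lacking enzyme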
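Assay system: purified recombinant IMP-1 beta-lactamase. Input: IMP-1 0.2 nM before substrate addition. Buffer or medium: Zinc- and detergent-supplemented HEPES buffer, pH 7.1. Schedule: 25 °C, 15 min preincubation, 25 min reaction. Signal: Epi-absorbance fluorescence, 480 nm excitation, 530 nm emission. Evaluation: percent inhibition from optical density relative to buffer-blank wells.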
NS3 helicase inh – blocks Hepatitis C virus NS3 helicase unwinding | NS3 helicase DNA unwinding, Cy5 molecular beacon fluorescence | inhibition, % at 10.9 µM | 290,000 compounds, 0.56% hits | AID 1800;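 active means inhibition above the mean of all tested compounds plus 3 SD, set per campaign, cut at about 35% in these data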;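 further: 0% = DMSO wells and 100% = thioflavine S control wells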
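test system = hepatitis C virus NS3 helicase domain fragment enzyme | reagent = annealed dual-labelled DNA beacon duplex, ATP-started | times = 1 h at 25 °C | detection = Cy5 fluorescence, 0 and 60 min reads | read-out basis = percent inhibition from t60/t0 fluorescence ratio | control set = DMSO and thioflavine S | replication = one well per compound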
FID counter – displaces DNA intercalator in HCV helicase counter-screen. DNA fluorescent intercalator displacement, fluorescence. inhibition, % at 7.9 µM. 290,000 compounds, 0.17% hits; in the data active means inhibition above about 37%;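 further: 0% = vehicle and 100% = reference compound; higher means more ethidium bromide displaced from hairpin DNA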
VIM-2 inhibitor – blocks Pseudomonas aeruginosa VIM-2 metallo-beta-lactamase; inhibition, % at 5.6 µM; purified VIM-2, nitrocefin hydrolysis, epi-absorbance fluorescence; AID 1527; 290,000 compounds, 0.89% hits;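 active means inhibition above the mean of all tested compounds plus 3 SD, cutoff set per screening run, cut at about 7.5% in these data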;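 further: red hydrolysis product quenches plate fluorescence so inhibitors raise well fluorescence; 0% = enzyme with DMSO and 100% = DMSO without enzyme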
M18AAP inhibitor – PfM18AAP enzyme inhibition; recombinant PfM18AAP, H-Glu-NHMec fluorogenic cleavage; inhibition, % at 7.35 µM; 290,000 compounds, 1.2% hits; AID 1822;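 active means inhibition above the campaign mean inhibition over all tested compounds plus 3 SD, cut at about 28% in these data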;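 further: 0% = plate median of test compound wells and 100% = 2 mM ZnCl2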
* hit, by the source's call; . = no result given. These rows are one share of the data; the hit share may differ from the screen's.

item	SMILES	M18AAP inhibitor	FID counter	IDE cell activ	VIM-2 inhibitor	IDE cell inh	NS3 helicase inh	pCIP destab	SUMO HTRF inh	IMP-1 inh
1	CNCCc1c(C)n[nH]c1C	7	-2	4	-0.1	0	-2	-14	7	-1.2
2	CCN(CC)C(=O)c1ccc(NC(=O)c2sccc2-c2ccccc2)cc1	3	-35	4	-0.4	4	-3	5	6	-0.4
3	CC(C)CCn1c(N)c(C(=O)OCC2CCCO2)c2nc3ccccc3nc21 (stereo not given)	3	-17	1	-1.7	6	-3	-3	20	-3.3
4	O=c1c2ccccc2nc(Cc2cccc([N+](=O)[O-])c2)n1-c1ccc(O)cc1	-7	-4	-1	0.1	-7	-4	-8	8	-1.8
5	CCOC(=O)C(O)(c1cn(C)c2ccccc12)C(F)(F)F (stereo not given)	9	3	2	-2.2	7	-2	-1	4	-0.8
6	CC(C)(C)[C@]1(O)C[C@@H]2OC(=O)C[C@@]23C(=O)O[C@@H]2OC(=O)[C@H](O)[C@]213	1	1	2	-2.0	-1	1	0	-5	-1.7
7	COc1ccc(C(C)=O)cc1Cc1c(O)[nH]c(=S)[nH]c1=O	6	3	3	-2.0	3	-2	-9	8	-3.3
8	O=c1[nH]c(=O)n(Cc2ccccc2)c(O)c1C=NCCN1CCOCC1	-2	0	6	-5.7	-6	3	-21	14	-2.7
9	CN1CCN(S(=O)(=O)c2cnc(Cl)c(Br)c2)CC1	-6	-1	5	-3.0	8	10	2	13	0.1
10	O=[N+]([O-])c1ccc(N2CCNCC2)c(Cl)c1	0	4	-2	-0.4	-2	16	0	2	-1.3
11	C=CCn1c(=O)c(C=Nc2cccc([N+](=O)[O-])c2)c(O)n(CCCC)c1=O	-7	-18	-2	1.3	7	10	-216	4	1.2
12	CCc1ccc(CNCCc2c[nH]c3ccccc23)cc1	2	19	0	-0.9	-4	-24	-11	-22	-2.4
13	COc1ccc(N2C(=O)NC(=O)/C(=C\c3cn(C)c4ccccc34)C2=O)cc1	13	-9	-1	2.2	3	-24	-4	43	3.6
14	Cc1ccc(OP(=O)(NCc2ccccc2)Oc2ccc(C)cc2)cc1	2	-29	-2	0.2	-3	-5	0	-3	-3.3
15	O=c1[nH]c(=O)n(Cc2ccccc2Cl)c(O)c1/C=C1/C=CC=N1	15	-10	-1	-1.0	2	14	-14	16	-1.2
16	Cc1ccc(Cn2cc(C=O)c3ccccc32)cc1	3	-16	1	-4.9	0	-1	-6	-3	-2.3
17	CC(C(O)c1ccccc1)N(C)CCn1cnc2c1c(=O)n(C)c(=O)n2C (stereo not given)	3	2	6	-3.3	-1	-2	-8	9	-3.3
18	CCCN1CCCC(C(=O)c2cc(C)c(OC)c(C)c2)C1 (stereo not given)	1	2	8	-2.3	7	5	-8	0	-3.9
19	CC(C)(C)n1cc(C(=O)c2ccccc2)cc1-c1ccccc1	0	-15	-3	-2.3	3	2	3	2	-3.5
20	O=c1c2ccccc2nc(/C=C/c2ccco2)n1-c1ccccc1O	-6	-20	5	-2.1	0	35	-2	26	-1.8
21	CSCCC(NC(=O)CCC(=O)OC1CC[C@H]2[C@@H]3CC[C@H]4CC(=O)CC[C@]4(C)[C@H]3CC[C@]12C)C(=O)O (stereo not given in full)	-2	-24	2	0.3	0	6	6	10	-0.3
22	O=C(O)C1=CC2c3ccccc3C1c1ccccc12	4	-3	-3	-3.3	1	-1	-5	11	-4.3
23	COc1ccc(CNCCc2cccc(F)c2)c2ccccc12	-1	30	.	0.9	.	-74	-1	-4	0.5
24	Cn1c(O)c(C=NCCN2CCN(C(=O)c3ccccc3)CC2)c(=O)n(C)c1=O	-4	-11	-5	-1.1	-2	-1	-8	9	4.1
25	CCCCNC(=S)N1CCn2cccc2C1c1cccnc1 (stereo not given)	2	-12	-3	-0.3	0	-3	-1	0	-2.0
26	CC1C(OC(=O)CCC(=O)NC(C)(C)CO)O[C@H]2OC3(C)CC[C@H]4[C@H](C)CCC1C24OO3 (stereo not given in full)	-1	-29	-2	-1.4	1	-6	-2	-2	-1.4
27	CN1C(=O)C(c2ccc([N+](=O)[O-])cc2[N+](=O)[O-])C(=O)N(C)C1=O	1	5	1	3.1	-3	7	8	4	-1.3
28	Cc1ccc(S(=O)(=O)CC(C)(O)C(=O)Nc2cccc(C(F)(F)F)c2)cc1 (stereo not given)	7	-8	2	-2.9	2	-3	12	-20	-3.9
29	CC1CCN(CC(=O)c2ccc3c(c2)OCCO3)CC1	6	1	5	0.0	3	-7	0	10	0.1
30	O=P(CN1CCN(c2ccccc2)CC1)(N1CCCCC1)N1CCCCC1	-6	-41	2	-3.2	4	-3	-9	20	-2.6
31	Cc1cc(OC(=O)CCCNC(=O)OC(C)(C)C)c2c3c(c(=O)oc2c1)CCC3	-8	-8	2	2.6	-6	2	3	4	-0.3
32	Cc1sc2ncn(CC(=O)NCC(=O)N3CCC4(CC3)OCCO4)c(=O)c2c1C	1	-7	6	-5.7	5	2	-3	-5	-4.0
33	Cc1cc(OCC(=O)NCC(O)c2ccccc2)c2c3c(c(=O)oc2c1)CCCC3 (stereo not given)	-3	-43	-2	2.4	8	0	2	10	-3.9
34	O/N=C1/C(=C\c2ccccc2)N2CCC1CC2	-6	-1	-5	-3.1	9	-4	-2	22	-3.7
35	CC(C)NCC(O)c1ccc(C2CCCC2)cc1 (stereo not given)	-2	7	0	-1.6	0	-5	-5	12	-1.9
36	Cc1ccc(-n2c(O)c(C=Nc3ccc(S(=O)(=O)N(C)C)cc3)c(=O)[nH]c2=O)cc1	5	-7	-9	-0.5	1	-2	-22	19	-1.9
37	CC(=NCc1ccco1)c1c(O)n(-c2ccc(Cl)cc2)c(=O)[nH]c1=O	-6	-10	6	-1.7	-2	9	-4	18	-1.9
38	C[N+]12CCC(CC1)C(C(O)(c1ccccc1)c1cccs1)C2 (stereo not given)	1	-1	-1	-1.6	6	13	6	-3	12*
39	CCCCn1c(NS(=O)(=O)c2ccc(C)cc2)c(C(=O)OCC)c2nc3ccccc3nc21	14	-15	-4	-3.8	-1	16	-2	99*	-2.1
40	COc1ccc(CCNC(C)CCc2ccc(OC)cc2)cc1 (stereo not given)	1	10	-2	-0.8	2	2	4	-20	-2.1
41	CCOC(=O)C(NC(=O)CC)(Nc1ccc(C(O)(C(=O)OCC)C(F)(F)F)cc1C)C(F)(F)F (stereo not given)	5	-7	1	-0.9	-5	3	-24	-7	-2.8
42	O=C(C[N+]12CCN(CC1)CC2)NCCc1ccc(Cl)cc1Cl	-4	6	5	-4.7	-2	-10	-12	17	-1.2
43	CCc1c(C)nc(N)nc1N1N=C1SC	2	-3	2	-0.1	-3	8	-4	-4	-1.8
44	CCC(CO)(C(=O)OC1C[N+]2(C)CCC1CC2)c1ccccc1 (stereo not given)	1	3	3	-2.8	1	-7	0	23	-3.4
45	Cc1ccc(CN2CCCN(Cc3ccc(C)cc3)S2(=O)=O)cc1	-1	-21	5	-0.5	-5	20	0	-19	-0.9
46	Cc1cc(Br)c(NC(=O)CN2CC=C(c3ccccc3)CC2)c(Br)c1	1	-11	2	-3.3	0	-8	-25	-1	-1.4
47	CCCCn1c(O)c(C(CC)=NCCCn2ccnc2)c(=O)[nH]c1=O	-2	-5	.	2.8	0	-2	-1	1	-2.2
48	Cc1ccccc1NS(=O)(=O)c1ccc(OCC(=O)N2CCN(C)CC2)cc1	-1	1	-1	-3.6	5	-1	9	11	-4.1
49	CCCNc1nc(OC)nc(N2CC3CC(C2)c2cccc(=O)n2C3)n1 (stereo not given)	7	-5	3	-5.6	2	2	-4	11	-2.9
50	CCCCn1c(=O)c(C(=O)NCc2ccccc2OC)c(O)c2ccccc21	2	-11	2	-2.3	0	-2	-5	-29	-2.8
51	CCC(CC)C1C(C#N)=C(N)Oc2c1c(=O)oc1ccccc21 (stereo not given)	-1	-6	6	2.1	2	-1	-12	13	-1.7
52	COc1ccc(S(=O)(=O)Cc2ccc(C(=O)N3CCC4(CC3)OCCO4)o2)cc1	-4	-10	-3	0.0	-9	0	-1	-5	-0.8
53	Cc1cc(O)c2c(C)c(CC(=O)N3C[C@H]4C[C@@H](C3)c3cccc(=O)n3C4)c(=O)oc2c1	2	-15	4	0.0	4	-6	2	16	-3.7

Some of these compounds in order of length of the SMILES, low to high.
item	SMILES	M18AAP inhibitor	FID counter	IDE cell activ	VIM-2 inhibitor	IDE cell inh	NS3 helicase inh	pCIP destab	SUMO HTRF inh	IMP-1 inh
51	CCC(CC)C1C(C#N)=C(N)Oc2c1c(=O)oc1ccccc21 (stereo not given)	-1	-6	6	2.1	2	-1	-12	13	-1.7
44	CCC(CO)(C(=O)OC1C[N+]2(C)CCC1CC2)c1ccccc1 (stereo not given)	1	3	3	-2.8	1	-7	0	23	-3.4
49	CCCNc1nc(OC)nc(N2CC3CC(C2)c2cccc(=O)n2C3)n1 (stereo not given)	7	-5	3	-5.6	2	2	-4	11	-2.9
46	Cc1cc(Br)c(NC(=O)CN2CC=C(c3ccccc3)CC2)c(Br)c1	1	-11	2	-3.3	0	-8	-25	-1	-1.4
48	Cc1ccccc1NS(=O)(=O)c1ccc(OCC(=O)N2CCN(C)CC2)cc1	-1	1	-1	-3.6	5	-1	9	11	-4.1
52	COc1ccc(S(=O)(=O)Cc2ccc(C(=O)N3CCC4(CC3)OCCO4)o2)cc1	-4	-10	-3	0.0	-9	0	-1	-5	-0.8
53	Cc1cc(O)c2c(C)c(CC(=O)N3C[C@H]4C[C@@H](C3)c3cccc(=O)n3C4)c(=O)oc2c1	2	-15	4	0.0	4	-6	2	16	-3.7
